SENP7 block = SENP7 protease inhibitors, primary screen, biochemical, luminescence, uHTS | recombinant SENP7, Z-RLRGG-aminoluciferin luminescence, 40 min | inhibition, % at 5 µM | actives 1.5% (n = 330,000) | AID 434973, 2010;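 active = inhibition above about 50% at the single test dose, limit read from the data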;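 note: plate controls were DMSO with enzyme for no effect and no enzyme buffer wells for full effect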
Target sequence (Q9BQF6 706-1050 limits assumed): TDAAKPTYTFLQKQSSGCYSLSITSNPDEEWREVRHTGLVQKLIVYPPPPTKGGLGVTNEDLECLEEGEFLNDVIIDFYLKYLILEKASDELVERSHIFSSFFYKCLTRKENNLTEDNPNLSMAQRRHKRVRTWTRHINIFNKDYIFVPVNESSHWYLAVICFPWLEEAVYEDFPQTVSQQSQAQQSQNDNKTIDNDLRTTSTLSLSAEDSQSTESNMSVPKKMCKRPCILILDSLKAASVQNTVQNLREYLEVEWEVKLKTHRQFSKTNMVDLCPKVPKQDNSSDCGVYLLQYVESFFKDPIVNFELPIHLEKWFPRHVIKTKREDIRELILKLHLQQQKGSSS
SENP8 block = human SENP8 protease inhibitors, primary screen, biochemical, fluorescence, Nedd8 protein substrate, uHTS; Sentrin-specific protease 8 (Homo sapiens), Q96LD8; recombinant SENP8; inhibition, % at 20 µM; actives 0.64% (n = 360,000); in the data active = inhibition mostly above about 40%, no sharp cut-off; inactive = mostly below about 27%
Target sequence (Q96LD8 whole entry, looked up): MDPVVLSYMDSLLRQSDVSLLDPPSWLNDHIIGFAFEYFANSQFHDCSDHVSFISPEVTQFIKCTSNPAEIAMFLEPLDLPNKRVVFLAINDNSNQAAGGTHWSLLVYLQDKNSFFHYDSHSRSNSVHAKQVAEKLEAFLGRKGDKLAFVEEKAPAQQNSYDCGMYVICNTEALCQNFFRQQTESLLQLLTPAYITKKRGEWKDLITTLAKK
MPTP inh = mitochondrial permeability transition pore inhibitors, primary screen, biochemical, isolated mouse mitochondria, absorbance | Ca2+ swelling absorbance, 30 min | inhibition, % at 10 µM | actives 1.4% (n = 360,000) | AID 602449, 2012;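 active = inhibition of 50% or more, scaled per plate between neutral and stimulator controls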;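 note: 0% = DMSO wells given calcium and 100% = 1 mM EGTA wells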
PfG6PD inh = PfG6PD enzyme inhibitors, primary screen, biochemical, fluorescence intensity, uHTS; glucose-6-phosphate dehydrogenase-6-phosphogluconolactonase (Plasmodium falciparum 3D7); PfGluPho enzyme, NADPH resazurin-diaphorase fluorescence; inhibition, % at 20 µM; actives 0.78% (n = 350,000); AID 504690, 2011;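 active = inhibition reaching at least a set limit at 20 µM in the primary screen, cut at about 59% in these data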;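 note: 0% = DMSO wells with substrate and 100% = DMSO wells lacking glucose-6-phosphate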
SENP6 block = SENP6 protease inhibitors, primary screen, biochemical, luminescence, uHTS. AID 2599, 2010. actives 1.8% (n = 330,000). Sentrin-specific protease 6 (Homo sapiens), Q9GZR1. Recombinant SENP6 catalytic domain, aminoluciferin luminescence. inhibition, % at 10 µM;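 active = inhibition above about 50% at the single tested dose, limit read from the data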;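 note: plate controls were DMSO wells with enzyme for no effect and DMSO wells lacking enzyme for full effect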
ATG4B inh = ATG4B protease inhibitors, primary screen, biochemical, fluorescence, uHTS. inhibition, % at 8.33 µM. Cysteine protease ATG4B (Homo sapiens), Q9Y4P1. ATG4B cleavage of LC3-PLA2, NBD-HPC fluorescence, 1 h. actives 0.51% (n = 340,000). AID 504462, 2011; in the data active = inhibition above about 40%
Target sequence (Q9Y4P1 whole entry, looked up): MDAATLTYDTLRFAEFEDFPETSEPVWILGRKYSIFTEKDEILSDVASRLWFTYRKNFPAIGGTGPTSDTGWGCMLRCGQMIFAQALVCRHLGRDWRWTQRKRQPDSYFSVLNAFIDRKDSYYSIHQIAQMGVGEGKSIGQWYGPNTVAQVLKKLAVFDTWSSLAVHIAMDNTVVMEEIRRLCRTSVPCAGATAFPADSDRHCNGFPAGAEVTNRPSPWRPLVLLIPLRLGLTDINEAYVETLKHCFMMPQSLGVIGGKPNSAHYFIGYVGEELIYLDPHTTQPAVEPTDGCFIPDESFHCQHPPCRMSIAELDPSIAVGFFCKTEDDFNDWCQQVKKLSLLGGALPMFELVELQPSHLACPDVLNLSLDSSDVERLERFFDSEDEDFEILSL
NR3A LBD binder = binders of NR3A ligand-binding domain, primary screen, biophysical, differential scanning fluorimetry, uHTS | Glutamate receptor ionotropic, NMDA 3A (GRIN3A) ligand-binding domain | NR3A LBD differential scanning fluorimetry, Tm shift; 0% = protein alone, 100% = glycine-bound protein | Tm shift relative to glycine control, % at 25 µM | actives 2.5% (n = 340,000) | AID 1259313, 2017;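 active = melting temperature shift of at least 10% of the positive control shift, at one fixed dose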
HKDC1 inhibitor = HKDC1 hexokinase inhibitors, primary screen, biochemical, fluorescence, uHTS. Q2TB90. recombinant HKDC1, G6PDH/diaphorase resazurin coupled fluorescence. inhibition, % at 20 µM. actives 0.16% (n = 340,000). AID 493160, 2011;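 active = inhibition above about 35% when tested at 20 µM, limit read from the data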;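 note: plate controls were DMSO wells with enzyme for no effect and DMSO wells lacking enzyme for full effect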
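Test system: HK5 enzyme. Quantity: 5 µg/mL HK5 final. Reagent: glucose and ATP substrates. Schedule: 90 min reaction incubation at room temperature, dark. Technique: resazurin-to-resorufin fluorescence via G6PDH and diaphorase coupling, 525/613 nm. Control set: DMSO wells with and without enzyme mix.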
* marks the source's active call; other numbers are inactive results.

For CCOc1ccc(NC(=O)CNC(=O)COc2ccccc2)cc1 the results were SENP7 block -4, SENP8 block 32, MPTP inh 0.5, PfG6PD inh 3, SENP6 block -8, ATG4B inh -9, NR3A LBD binder -1 and HKDC1 inhibitor -6.
Screening COC(=O)c1c(NC(=O)CN2C(=O)C(=O)N(CC(C)C)C2=O)sc2c1CCCCC2 returned SENP7 block 5, SENP8 block 14, MPTP inh 3.3, PfG6PD inh -7, SENP6 block 7, ATG4B inh -7, NR3A LBD binder -13 and HKDC1 inhibitor 9.
Screening Cc1ccc(S(=O)(=O)c2cn(C)c3cc(N4CCN(C)CC4)c(F)cc3c2=O)cc1 returned SENP7 block 1, SENP8 block -220, MPTP inh -2.3, PfG6PD inh -3, SENP6 block -2, ATG4B inh -3, NR3A LBD binder -2 and HKDC1 inhibitor -1.
`Cc1cc2occ(CC(=O)NC3=NCCS3)c2cc1C(C)C` gave SENP7 block 0, SENP8 block 5, MPTP inh -0.3, PfG6PD inh -5, SENP6 block 0, ATG4B inh -4, NR3A LBD binder 1 and HKDC1 inhibitor -3.
Cc1csc(NC(=O)c2ccc(Br)s2)n1 was read as SENP7 block 26, SENP8 block -19, MPTP inh 0.1, PfG6PD inh 15, SENP6 block 55*, ATG4B inh -6, NR3A LBD binder 0 and HKDC1 inhibitor 0.
Screening Cc1ccc(C)c(S(=O)(=O)N2CCCOC2CNC(=O)C(=O)NCc2ccccn2)c1 (centres undefined) returned SENP7 block -3, SENP8 block 17, MPTP inh 0.6, PfG6PD inh 8, SENP6 block -3, ATG4B inh -9, NR3A LBD binder 0 and HKDC1 inhibitor -6.
Screening S=C(NCCN1CCOCC1)N/N=C/c1ccccc1 returned SENP7 block -4, SENP8 block 20, MPTP inh -1.6, PfG6PD inh -8, SENP6 block -9, ATG4B inh -10, NR3A LBD binder 4 and HKDC1 inhibitor 0.
For COc1ccc(-c2noc(CCC(=O)NC3CCCCCC3)n2)cc1 the results were SENP7 block 2, SENP8 block 10, MPTP inh -0.3, PfG6PD inh 3, SENP6 block -15, ATG4B inh 4, NR3A LBD binder 0 and HKDC1 inhibitor -4.
CC(=O)c1ccc(OC(=O)C2c3ccccc3Oc3ccccc32)cc1 was read as SENP7 block 4, SENP8 block 32, MPTP inh 0.7, PfG6PD inh -6, SENP6 block -4, ATG4B inh 1, NR3A LBD binder 2 and HKDC1 inhibitor 16.
For COCc1cc(C)nc(SCC(=O)NCc2ccco2)c1C#N the results were SENP7 block 2, SENP8 block 24, MPTP inh 2.1, PfG6PD inh -6, SENP6 block 2, ATG4B inh -3, NR3A LBD binder -3 and HKDC1 inhibitor -4.
For CCCOC(=O)c1ccc(Oc2cn[nH]c2-c2ccc(OCC)cc2O)cc1 the results were SENP7 block 9, SENP8 block 19, MPTP inh 2.0, PfG6PD inh -13, SENP6 block -18, ATG4B inh 25, NR3A LBD binder 16* and HKDC1 inhibitor 3.
For COc1ccccc1N1CCN(C(=O)c2ccc(N3CCCCS3(=O)=O)cc2)CC1 the results were SENP7 block 12, SENP8 block 21, MPTP inh -0.4, PfG6PD inh 0, SENP6 block -17, ATG4B inh -2, NR3A LBD binder 0 and HKDC1 inhibitor -3.
CC(C)c1ccc(C2(C)NC(=O)N(CC(=O)NCC3COc4ccccc4O3)C2=O)cc1 (centres undefined) was read as SENP7 block -6, SENP8 block 12, MPTP inh -0.4, PfG6PD inh 16, SENP6 block 4, ATG4B inh -15, NR3A LBD binder 1 and HKDC1 inhibitor -2.
`CN(C)CC1CCCCC1OC(=O)/C=C/c1ccccc1` (centres undefined) gave SENP7 block 3, SENP8 block 23, MPTP inh 0.2, PfG6PD inh 9, SENP6 block -10, ATG4B inh -6, NR3A LBD binder -3 and HKDC1 inhibitor -3.
`COc1ccc(N2C(=O)CC(NCCNc3ccc([N+](=O)[O-])cn3)C2=O)cc1` (centres undefined) gave SENP7 block 1, SENP8 block 24, MPTP inh 0.6, PfG6PD inh -14, SENP6 block -5, ATG4B inh -1, NR3A LBD binder -5 and HKDC1 inhibitor -5.
For O=C(/C=C/c1ccc2c(c1)OCO2)Nc1nc2ccccc2s1 the results were SENP7 block -8, SENP8 block -440, MPTP inh 3.9, PfG6PD inh -4, SENP6 block -11, ATG4B inh -6, NR3A LBD binder 14* and HKDC1 inhibitor -2.
Screening COc1ccc2[nH]c(=O)c(CN(C(=O)NC3CCCCC3)C3CCCC3)cc2c1 returned SENP7 block 2, SENP8 block -205, MPTP inh 2.2, PfG6PD inh -7, SENP6 block 11, ATG4B inh 1, NR3A LBD binder -3 and HKDC1 inhibitor 8.
For COc1ccc(/C=N/NC(=S)NCC2CCCO2)cc1 (centres undefined) the results were SENP7 block -1, SENP8 block 24, MPTP inh 1.1, PfG6PD inh 12, SENP6 block 6, ATG4B inh -5, NR3A LBD binder 2 and HKDC1 inhibitor -2.
Screening CCCNC(=O)c1onc(CSc2cccc(OC)c2)c1C(=O)NCCC returned SENP7 block 3, SENP8 block 15, MPTP inh -2.5, PfG6PD inh 4, SENP6 block -8, ATG4B inh -11, NR3A LBD binder 0 and HKDC1 inhibitor 0.
Screening O=C(CSc1nnc2ccc(-c3ccncc3)nn12)c1cccs1 returned SENP7 block -6, SENP8 block -11, MPTP inh 0.6, PfG6PD inh 16, SENP6 block 11, ATG4B inh -8, NR3A LBD binder 0 and HKDC1 inhibitor 9.
Screening CCc1ccc(CNC(=O)c2ccc(OC)c(OC3CCN(C(C)C)CC3)c2)nc1 returned SENP7 block -1, SENP8 block -13, MPTP inh 1.2, PfG6PD inh 5, SENP6 block 5, ATG4B inh -5, NR3A LBD binder 13* and HKDC1 inhibitor -2.
`Cc1nc2nc(CC(=O)O)[nH]n2c(=O)c1[N+](=O)[O-]` gave SENP7 block -1, SENP8 block 16, MPTP inh 0.2, PfG6PD inh 2, SENP6 block 1, ATG4B inh -10, NR3A LBD binder 0 and HKDC1 inhibitor -4.
COc1ccc(S(=O)(=O)NCCNC(=O)N2CCOCC2)cc1 was read as SENP7 block -11, SENP8 block 9, MPTP inh -0.8, PfG6PD inh 9, SENP6 block -13, ATG4B inh -2, NR3A LBD binder -1 and HKDC1 inhibitor -5.
For N#CCSc1nnc2sc3ccccc3n12 the results were SENP7 block 87*, SENP8 block 7, MPTP inh -2.0, PfG6PD inh 19, SENP6 block -14, ATG4B inh -7, NR3A LBD binder 3 and HKDC1 inhibitor -5.
For CC1CCc2c(sc3nc(C(C)(C)C)nc(N4CCN(C(=O)CCl)CC4)c23)C1 (centres undefined) the results were SENP7 block 3, SENP8 block 4, MPTP inh -0.3, PfG6PD inh 28, SENP6 block -10, ATG4B inh 5, NR3A LBD binder 4 and HKDC1 inhibitor 22.
Cc1ccc2cc(C3CC(c4ccco4)=NN3S(C)(=O)=O)c(Cl)nc2c1 (centres undefined) was read as SENP7 block 3, SENP8 block 21, MPTP inh 1.0, PfG6PD inh 7, SENP6 block -19, ATG4B inh -5, NR3A LBD binder 1 and HKDC1 inhibitor -1.
Screening C=CCNC(=O)c1onc(CSc2ccc(Cl)cc2)c1C(=O)NCC=C returned SENP7 block -7, SENP8 block 10, MPTP inh 1.7, PfG6PD inh 25, SENP6 block -3, ATG4B inh -5, NR3A LBD binder -4 and HKDC1 inhibitor -2.
Screening O=C1OCCC1Sc1nc2ccccc2c(=O)n1-c1ccc(F)cc1 (centres undefined) returned SENP7 block -3, SENP8 block 8, MPTP inh -0.1, PfG6PD inh -6, SENP6 block -12, ATG4B inh 3, NR3A LBD binder -1 and HKDC1 inhibitor -7.
O=C1CN(c2nc(-c3cccs3)nc3sc4c(c23)CCCC4)CCN1 was read as SENP7 block -7, SENP8 block -444, MPTP inh -2.9, PfG6PD inh 28, SENP6 block -13, ATG4B inh 76*, NR3A LBD binder -31 and HKDC1 inhibitor 17.
Cc1sc2nc[nH]c(=S)c2c1-c1ccccc1 was read as SENP7 block -4, SENP8 block 25, MPTP inh -0.1, PfG6PD inh 9, SENP6 block -6, ATG4B inh -9, NR3A LBD binder -2 and HKDC1 inhibitor 9.
O=C(NCc1ccco1)c1ccc(COc2ccccc2Cl)cc1 was read as SENP7 block 3, SENP8 block -4, MPTP inh 0.3, PfG6PD inh -6, SENP6 block -13, ATG4B inh 3, NR3A LBD binder -15 and HKDC1 inhibitor -2.
For O=C(Nc1nc(-c2cccs2)c(C(=O)C(F)(F)F)s1)c1ccco1 the results were SENP7 block -3, SENP8 block -17, MPTP inh 4.2, PfG6PD inh -18, SENP6 block -14, ATG4B inh 1, NR3A LBD binder -23 and HKDC1 inhibitor 7.
Screening O=C(C1CCN(Cc2ccc(F)cc2)CC1)N1CCN(C/C=C/c2ccccc2)CC1 returned SENP7 block -3, SENP8 block 12, MPTP inh -0.2, PfG6PD inh -5, SENP6 block 6, ATG4B inh 3, NR3A LBD binder 0 and HKDC1 inhibitor -1.
Oc1ccccc1-c1cc(-c2ccc(F)cc2)n[nH]1 was read as SENP7 block 94*, SENP8 block 5, MPTP inh 33, PfG6PD inh 42, SENP6 block 94*, ATG4B inh -11, NR3A LBD binder -2 and HKDC1 inhibitor 4.

8 consecutive entries from above:
For N#CCSc1nnc2sc3ccccc3n12 the results were SENP7 block 87*, SENP8 block 7, MPTP inh -2.0, PfG6PD inh 19, SENP6 block -14, ATG4B inh -7, NR3A LBD binder 3 and HKDC1 inhibitor -5.
For CC1CCc2c(sc3nc(C(C)(C)C)nc(N4CCN(C(=O)CCl)CC4)c23)C1 (centres undefined) the results were SENP7 block 3, SENP8 block 4, MPTP inh -0.3, PfG6PD inh 28, SENP6 block -10, ATG4B inh 5, NR3A LBD binder 4 and HKDC1 inhibitor 22.
Cc1ccc2cc(C3CC(c4ccco4)=NN3S(C)(=O)=O)c(Cl)nc2c1 (centres undefined) was read as SENP7 block 3, SENP8 block 21, MPTP inh 1.0, PfG6PD inh 7, SENP6 block -19, ATG4B inh -5, NR3A LBD binder 1 and HKDC1 inhibitor -1.
Screening C=CCNC(=O)c1onc(CSc2ccc(Cl)cc2)c1C(=O)NCC=C returned SENP7 block -7, SENP8 block 10, MPTP inh 1.7, PfG6PD inh 25, SENP6 block -3, ATG4B inh -5, NR3A LBD binder -4 and HKDC1 inhibitor -2.
Screening O=C1OCCC1Sc1nc2ccccc2c(=O)n1-c1ccc(F)cc1 (centres undefined) returned SENP7 block -3, SENP8 block 8, MPTP inh -0.1, PfG6PD inh -6, SENP6 block -12, ATG4B inh 3, NR3A LBD binder -1 and HKDC1 inhibitor -7.
O=C1CN(c2nc(-c3cccs3)nc3sc4c(c23)CCCC4)CCN1 was read as SENP7 block -7, SENP8 block -444, MPTP inh -2.9, PfG6PD inh 28, SENP6 block -13, ATG4B inh 76*, NR3A LBD binder -31 and HKDC1 inhibitor 17.
Cc1sc2nc[nH]c(=S)c2c1-c1ccccc1 was read as SENP7 block -4, SENP8 block 25, MPTP inh -0.1, PfG6PD inh 9, SENP6 block -6, ATG4B inh -9, NR3A LBD binder -2 and HKDC1 inhibitor 9.
O=C(NCc1ccco1)c1ccc(COc2ccccc2Cl)cc1 was read as SENP7 block 3, SENP8 block -4, MPTP inh 0.3, PfG6PD inh -6, SENP6 block -13, ATG4B inh 3, NR3A LBD binder -15 and HKDC1 inhibitor -2.
